Compound activity from PubChem.
Epigenetic derep: Quantitative High-Throughput Screen for Regulators of Epigenetic Control; murine LDR cells, GFP reporter derepression, 30 h; Potency, µM (titrated, usually from 53.9 µM), inactives show at the highest dose GFP activation, usual class: activators; 280,000 compounds, 0.2% hits; AID 1865, 2009; active = well fitted activation curve with a large enough effect; inconclusive = small, poorly fitted or top-dose-only effect; also: % of control where 0% means no effect; nearly all actives have a fitted effect of over 60% in size
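Murine LDR cells carrying a silenced, genomically integrated CMV-driven GFP reporter were exposed to compound for 30 hours at 37 C. After PBS washes, GFP-positive cells (20–120 um objects) were counted by laser-scanning microplate cytometry.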
Starred values were filed as active, the others as inactive; ? = inconclusive. Potency is read from the fitted curve at half-maximal effect. A portion of the library; count on the stated rates, not on these rows.

SMILES | Epigenetic derep
CCCCOc1ccc(C(=O)Nc2nc3c(s2)CC(C)CC3)cc1 (stereo not drawn) | -1.6%
O=C(c1ccc(F)cc1)N1CCC(c2nc3ccccc3o2)CC1 | 0.0%
Cc1ccc(C2CC(=O)Nc3c2c(C)nn3-c2nc(C)cc(C)n2)c(C)c1 (stereo not drawn) | -3.2%
Cc1ccc(OC(=O)CSc2nnc(-c3ccc4c(c3)OCO4)o2)c(C)c1 | -1.9%
CCOC(=O)c1cc(-c2ccccc2)n(CCC(=O)Nc2cc(C)cc(C)c2)c1C | 0.0%
COc1ccc(C2=C(C)C(=O)N(Cc3ccc(C(=O)Nc4ccc(C)c(C)c4)cc3)S2(=O)=O)cc1 | 0.0%
COc1ccc(-c2nn(-c3cccc([N+](=O)[O-])c3)c3c2cnc2cc4c(cc23)OCO4)cc1 | -3.4%
CCOC(=O)c1c(S(=O)(=O)N2CCN(c3cc(Cl)ccc3C)CC2)c(C)n(C)c1C | -1.3%
COc1ccc(C)cc1NC(=O)N1CCC(CN2CCC(C)CC2)CC1 | 2.5%
CC(=O)c1ccc(NC(=O)CSc2nnc3ccc(-c4ccc(Br)cc4)nn23)cc1 | 12%

Next section; it opens with the 2 that closed the last part.
SMILES | Epigenetic derep
COc1ccc(C)cc1NC(=O)N1CCC(CN2CCC(C)CC2)CC1 | 2.5%
CC(=O)c1ccc(NC(=O)CSc2nnc3ccc(-c4ccc(Br)cc4)nn23)cc1 | 12%
O=C(OCc1cc(=O)n2nc(C3CCCCC3)sc2n1)c1ccc(F)cc1 | 0.0%
CCCCn1c(SCC(=O)Nc2cccc(OC)c2)nc2c(sc3ccccc32)c1=O | 1.3%
CCOC(=O)c1ccc(CN(Cc2ccc(F)cc2)S(=O)(=O)c2ccc(F)c(C(=O)Nc3ccc(Cl)cc3F)c2)cc1 | 1.6%
Cc1nc2ccn(Cc3cccnc3)c(=O)c2cc1C(=O)N1CCN(c2ccccc2)CC1 | 0.0%
Cc1ccc(C(C)C)c(OCCSc2nc(-c3cccs3)nc3cc(=O)[nH]n23)c1 | -4.1%
COc1cc(OC)c(NC(=O)Nc2ccccc2OCc2cc(=O)n3cc(C)ccc3n2)cc1Cl | -2.2%
O=C(CSc1nc2ccccc2nc1Cc1ccccc1)NCc1ccccc1Cl | -2.4%
Cn1nnnc1SCCCNCc1ccc(Cl)cc1 | -3.2%
COc1ccc(C(=O)NCC(c2cccnc2)N2CCN(c3ccccc3OC)CC2)cc1 (stereo not drawn) | 0.0%
CCCn1c(=O)c2sccc2n2c(CCCC(=O)Nc3ccc(Oc4ccc(Cl)cc4)cc3)nnc12 | 8.5%
O=C(CN1C(=O)COc2ccc(S(=O)(=O)N3CCCCC3)cc21)NCc1ccccc1Cl | 2.8%
CCC1CCCCN1CCCNC(=O)CN1C(=O)CSc2ccc(S(=O)(=O)N3CCC(C)CC3)cc21 (stereo not drawn) | 2.6%
Cc1cc2c(cc1S(=O)(=O)NCc1ccc(F)cc1)OCCN2C | 0.0%
COc1cccc(CNC(=O)c2ccc(CNS(=O)(=O)c3ccc(C)cc3)cc2)c1 | 2.9%
Cc1ccc(-n2nc3c(=O)n(CCCC(=O)NCCc4ccccc4Cl)nc(C)c3c2C)cc1 | -1.5%
CCc1ccc(OCC2c3cc(OC)c(OC)cc3CCN2C(=O)COc2ccccc2)cc1 (stereo not drawn) | 2.5%
COc1ccc2c(c1)c1c(c(=O)n(Cc3ccccc3)c(=O)n1Cc1ccccc1)n2C | 0.8%
O=C(CSC1=Nc2ccccc2C2=NC(Cc3ccccc3)C(=O)N12)Nc1ccccc1C(F)(F)F (stereo not drawn) | -2.7%
COc1ccc(CNC(=O)C2=CC(c3cccc(OC)c3)=NS(=O)(=O)N2C)cc1 | 2.4%
CCCC(=O)Nc1nc2c(s1)CC(C(C)(C)C)CC2 (stereo not drawn) | -1.1%
O=C(Nc1ccc(F)cc1F)c1cc2nc(-c3ccco3)cc(C(F)(F)Cl)n2n1 | -1.7%
COc1ccc(CCNC(=O)C(C)n2nc(C)c3sc4ccccc4c3c2=O)cc1OC (stereo not drawn) | 2.7%
COc1ccc(NC(=O)c2nn(C)c3c2CS(=O)(=O)c2ccccc2-3)cc1Cl | 1.4%
Cn1c(=O)n(CCCc2ccccc2)c(=O)c2c1nc1n2CCN1c1ccc(F)cc1 | 0.0%
O=C(Cn1cc(S(=O)(=O)Cc2ccccc2F)c2ccccc21)Nc1ccc(F)c(Cl)c1 | -1.2%
Cc1c(-c2ccc(Cl)cc2)c(=O)oc2c(CN3CCOCC3)c(O)ccc12 | -1.0%
CCC(C(=O)N1CCN(c2ccccc2F)CC1)n1nc(C)c2sc3ccccc3c2c1=O (stereo not drawn) | -4.0%
CC1=C(c2ccc(F)cc2)S(=O)(=O)N=C1N1CCC(C(=O)NCCc2ccco2)CC1 | 0.0%
Cc1ccc(Cn2c(C(=O)O)c(CNCc3ccccc3Cl)c3ccc(C)cc32)cc1 | 4.3%
CCc1ccc(NC(=O)C(=O)NCC(c2cccnc2)N2CCN(Cc3ccccc3)CC2)cc1 (stereo not drawn) | 0.0%
CCOc1ccccc1NC(=O)CSc1nnc2[nH]c(=O)cc(C)n12 | -0.4%
Cc1ccc(C)c(N2CCN(c3ncnc4c3nc3n4CCCCC3)CC2)c1 | 0.0%
Cc1ccccc1NC(=O)CSc1nnc(-c2cccs2)o1 | 1.7%
CCCCN(CC)C(=O)Cn1cc2c(n1)-c1c(oc(C(=O)N3CCCC3)c1C)CC2 | -2.0%
CCC1CN(C(=O)N2CCC(C(=O)NCc3cc(OC)ccc3OC)CC2)c2ccccc2O1 (stereo not drawn) | 0.0%
CCc1ccc(CNC(=O)c2ccc(Cn3c(=O)c4cccn4c4cccnc43)cc2)cc1 | 3.8%
COc1ccc(CNc2nc(-c3ccco3)nn2S(=O)(=O)c2ccc(Cl)cc2)cc1OC | 0.0%
Cc1ccc2c(=O)c(C(=O)c3ccccc3)cn(CC(=O)Nc3ccc4c(c3)OCCO4)c2n1 | ?
CCN(Cc1ccccc1)C(=O)CN1C(=O)COc2ccc(S(=O)(=O)N3CCCCCC3)cc21 | -0.3%
CCCOc1ccc(C(=O)N2CCC(c3nc4ccccc4s3)CC2)cc1 | -3.2%
COc1ccc(CNC(=O)c2ccc(NC(=O)N3CCCCc4ccccc43)cc2)c(OC)c1 | 0.8%
CSc1ccc(CCNS(=O)(=O)c2ccc3c(c2)C(C)(C)C(=O)N3C)cc1 | 3.5%
COc1ccccc1CNC(=O)c1ccc(N2CCCC2)c(NC(=O)NCc2ccc(F)cc2)c1 | 2.4%
CNC(=O)C1CCC(Cn2c(=O)[nH]c3ccsc3c2=O)CC1 (stereo not drawn) | 0.0%
O=[N+]([O-])c1cc(-c2nc(-c3ccncc3)no2)ccc1NCc1ccccc1 | -5.7%
Cc1ccc(S(=O)(=O)N2CCCc3cc(NS(=O)(=O)c4ccc(C)c(C)c4)ccc32)cc1 | -3.1%
O=C(Nc1nnc(S(=O)(=O)N2CCCCCC2)s1)c1ccccc1Br | 0.0%
Cc1ccc(-n2ncc(C(=O)NCCN3CCC(Cc4ccccc4)CC3)c2C2CCN(C(=O)OC(C)(C)C)CC2)cc1 | -2.4%
O=C(NCCc1ccc(Cl)cc1)C1CCN(c2ncnc3c2nc2n3CCCCC2)CC1 | -1.2%
COc1ccccc1N1CCN(c2ncc3c(n2)CCN(Cc2ccccc2F)C3)CC1 | 3.0%
Other structures
SMILES | Epigenetic derep
COc1ccccc1CNC(=O)CCn1cnc2ccccc2c1=O | 1.4%
Cc1cc(NC(=O)Cn2nc(C)n3cccc3c2=O)ccc1Br | -3.3%
Cc1ccc(C)c(NC(=O)CSc2ncc(S(=O)(=O)c3ccc(C)c(Cl)c3)c(=O)[nH]2)c1 | -1.7%
CC(=O)N1CCCC1c1nc2ccccc2n1Cc1ccc(F)cc1 (stereo not drawn) | -3.3%
O=C(CCn1ccc2cc(S(=O)(=O)N3CCCC3)ccc21)NCc1ccccc1F | 6.7%
CCOc1ccc(CCNC(=O)c2cc(=O)[nH]c3ccc(S(=O)(=O)N4CCCCC4)cc23)cc1OCC | 8.4%
CCN(CC)c1nn2c(=O)c(C(=O)NCc3ccc(OC)cc3OC)cnc2s1 | 1.1%
O=C(Cn1c(SCC(=O)Nc2ccc(F)cc2)nc2ccccc21)NCc1ccccc1Cl | -4.1%
COc1ccc(-c2nc3n(n2)C(c2ccc(OC)c(OC)c2)C(C(=O)Nc2cccnc2)=C(C)N3)cc1 (stereo not drawn) | 10.0%
CCC(=O)N1CCc2cc(Br)cc(S(=O)(=O)N3CCC(C(=O)Nc4ccc(OC)cc4)CC3)c21 | -1.1%
NS(=O)(=O)c1ccc(CCNc2ncnc3c2cnn3-c2cccc(Cl)c2)cc1 | 1.8%
Cc1cccc(CC(=O)NCc2nc3cccnc3n2Cc2ccc(F)cc2)c1 | 0.0%
O=C(CSc1ncc2c(n1)-c1ccccc1N(Cc1ccc(F)cc1)S2(=O)=O)NCc1ccccc1 | -2.6%
COc1ccc(NC(=O)c2cc(S(=O)(=O)N3CCCC(C)C3)cn2C)c(OC)c1 (stereo not drawn) | 2.5%
COc1ccc(Cn2ccc3nc(C)c(C(=O)Nc4ccc(OC(F)(F)F)cc4)cc3c2=O)cc1 | 0.8%
Cc1ccc(C)c(NC(=O)CSc2ccc3nc(-c4ccccc4)cn3n2)c1 | 3.5%
Cc1c(C(=O)NCc2ccccc2)sc2nc[nH]c(=O)c12 | 0.0%
CC(=O)c1ccc(S(=O)(=O)Nc2ccc(-c3cn4c(C)csc4n3)cc2)cc1 | 3.7%
Cc1cc2c(cc1C)-n1c(-c3ccccc3)c3c(=O)n(C)c(=O)n(C)c3c1C(c1ccco1)N2 (stereo not drawn) | 0.0%
CCc1cccc(-n2nnc(-c3nsc(NC(=O)c4cccs4)n3)c2C)c1 | -3.1%

Six records picked at random from those above, as already listed:
SMILES | Epigenetic derep
CSc1ccc(CCNS(=O)(=O)c2ccc3c(c2)C(C)(C)C(=O)N3C)cc1 | 3.5%
Cc1nc2ccn(Cc3cccnc3)c(=O)c2cc1C(=O)N1CCN(c2ccccc2)CC1 | 0.0%
CCN(Cc1ccccc1)C(=O)CN1C(=O)COc2ccc(S(=O)(=O)N3CCCCCC3)cc21 | -0.3%
CC(=O)N1CCCC1c1nc2ccccc2n1Cc1ccc(F)cc1 (stereo not drawn) | -3.3%
Cc1ccc(S(=O)(=O)N2CCCc3cc(NS(=O)(=O)c4ccc(C)c(C)c4)ccc32)cc1 | -3.1%
O=C(CCn1ccc2cc(S(=O)(=O)N3CCCC3)ccc21)NCc1ccccc1F | 6.7%

New compounds follow
SMILES | Epigenetic derep
CC(C)(C)c1ccc(C(=O)NC(Cc2c[nH]c3ccccc23)C(=O)OCC(=O)c2ccccc2)cc1 (stereo not drawn) | -1.1%
COc1ccc(NS(=O)(=O)c2ccc3[nH]c4c(c3c2)CCCCCC4)cc1 | 5.6%
COc1ccc(OC)c2sc(N3CCN(C(=O)CCS(=O)(=O)c4ccc(F)cc4)CC3)nc12 | -0.2%
CCC1CN(C(=O)N2CCC(C(=O)NCCN(C)C)CC2)c2ccccc2O1 (stereo not drawn) | 5.6%
CCc1sc(Nc2ccc(C)cc2Br)nc1-c1cc2cccc(OC)c2oc1=O | -1.3%
COc1cc(CNc2ccc3[nH]c(=O)[nH]c3c2)ccc1OCc1ccc(F)cc1Cl | 0.8%
COc1ccc(N2CCN(C3=NS(=O)(=O)C(c4cccc(Br)c4)=C3C)CC2)cc1 | 6.0%
CCN(CC)S(=O)(=O)c1nnc(NC(=O)COc2ccccc2F)s1 | 0.0%
COC(=O)c1cc(S(=O)(=O)NCC2CCN(Cc3ccc(C)cc3)CC2)c[nH]1 | -3.4%
Cn1cc(-c2cc3n(n2)CCC(=O)N3CCCC(=O)NCc2ccccc2)c2ccccc21 | 8.5%
Cc1ccc(-c2onc(C)c2C)cc1S(=O)(=O)N1CCC(C)CC1 | -3.4%
CCCCCNC(=O)C(=O)NCC(c1ccc2c(c1)OCO2)N1CCOCC1 (stereo not drawn) | 0.8%
CCOC(=O)c1ccc(N2CC3=C(C2=O)C(c2ccc(OC)cc2)NC(=O)N3C)cc1 (stereo not drawn) | -0.5%
CC(C)Cc1nn2c(=O)cc(COC(=O)c3ccc(NC(=O)c4cccs4)cc3)nc2s1 | -3.5%
COC(=O)c1cnc(N2CCN(c3ccccc3F)CC2)c2ccccc12 | -7.0%
Cc1ccccc1CN1C(=O)c2ccccc2Sc2ccc(C(=O)NC3CCCCC3)cc21 | -1.1%
CCc1nn(CC(=O)NCc2ccccc2Cl)c(=O)c2cccn12 | 6.8%
COc1ccc(-c2nc(CNC(=O)NC3CCCCC3)c(C)o2)c(OC)c1 | -2.1%
CC(C)c1cc(-c2nc(-c3ccc(Br)cc3)no2)n[nH]1 | -4.0%
CCOc1ccc(CCNC(=O)CCn2c(=O)c3cccn3c3cccnc32)cc1 | -0.1%
COc1cccc(N2C(=O)CSC23C(=O)N(CC(=O)NCc2ccc(C)cc2)c2ccccc23)c1 (stereo not drawn) | -0.4%
COCC(=O)N1c2nc(-c3ccco3)nn2C2(CCCCC2)[C@@H]2CCCC[C@@H]21 | -2.4%
CCn1cc(S(=O)(=O)c2cccc(C)c2)c(=O)c2cc(F)c(N3CCCC(C)C3)cc21 (stereo not drawn) | 1.2%
O=C(Nc1ccc(S(=O)(=O)N2CCC(c3nc4ccccc4s3)CC2)cc1)c1ccccc1F | -3.3%
O=C(Cn1ccn(-c2ccc(F)c(F)c2)c(=O)c1=O)Nc1ccccc1F | 2.8%

As entered above.
Epigenetic derep, O=C(Nc1ccc(S(=O)(=O)N2CCC(c3nc4ccccc4s3)CC2)cc1)c1ccccc1F = -3.3%
Epigenetic derep, CCn1cc(S(=O)(=O)c2cccc(C)c2)c(=O)c2cc(F)c(N3CCCC(C)C3)cc21 (stereo not drawn) = 1.2%
Epigenetic derep, COc1cccc(N2C(=O)CSC23C(=O)N(CC(=O)NCc2ccc(C)cc2)c2ccccc23)c1 (stereo not drawn) = -0.4%
Epigenetic derep, COCC(=O)N1c2nc(-c3ccco3)nn2C2(CCCCC2)[C@@H]2CCCC[C@@H]21 = -2.4%
Epigenetic derep, O=C(Cn1ccn(-c2ccc(F)c(F)c2)c(=O)c1=O)Nc1ccccc1F = 2.8%
